# From PubChem
# PriA SSB inh – K. pneumoniae PriA-SSBct interaction inhibition; AlphaScreen SSBct-PriA binding, biotinylated peptide; actives 0.6% (n = 430,000); inhibition, % at 33 µM; in the data active = inhibition mostly above about 37%, no sharp cut-off; inactive = mostly below about 20%;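 also: plate controls were negative control peptide for no effect and reference peptide for full effect; strong numbers were not always called active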
# PrPC surface inh – inhibitors of human cell surface prion protein PrPC | P04156 | TR-FRET read-out | inhibition, % at 13.8 µM | actives 0.43% (n = 370,000); in the data active = inhibition above about 24%; also: 0% = median of the test wells and 100% = reference compound wells
# CCHFV vOTU inh – blocks the CCHF virus ovarian tumor domain protease. CCHFV vOTU protease, Pep-AMC fluorescence. inhibition, % at 11.5 µM. actives 0.55% (n = 370,000). AID 651958; in the data active = inhibition above about 30%; also: 0% = vehicle wells with enzyme and 100% = no enzyme wells
# 3CLpro inhibitor – SARS-CoV 3CLpro protease inhibition | recombinant SARS-CoV 3CLpro, quenched FRET peptide cleavage | inhibition, % at 6 µM | actives 0.14% (n = 290,000) | AID 1706; in the data active = inhibition above about 12%
# BH1578 lux ind – quorum light induction in luxS cqsA deficient V. cholerae; V. cholerae BH1578 lux reporter, luminescence, 6 h; activation, % at 18.7 µM; actives 0.16% (n = 350,000); AID 588436; in the data active = activation mostly above about 9.7%, no sharp cut-off; also: not every result past the cut was called active; inactives centre near 0; reference of the scale not given here
# Rv3671c inh – inhibits the M. tuberculosis serine protease Rv3671c; inhibition, % at 5.96 µM; actives 0.048% (n = 320,000); P9WHR9; in the data active = inhibition above about 38%;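 also: extracellular domain of Rv3671c used as enzyme; 0% = enzyme with DMSO and 100% = no enzyme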
# Target sequence (P9WHR9 whole entry, looked up, the tested form may be a part): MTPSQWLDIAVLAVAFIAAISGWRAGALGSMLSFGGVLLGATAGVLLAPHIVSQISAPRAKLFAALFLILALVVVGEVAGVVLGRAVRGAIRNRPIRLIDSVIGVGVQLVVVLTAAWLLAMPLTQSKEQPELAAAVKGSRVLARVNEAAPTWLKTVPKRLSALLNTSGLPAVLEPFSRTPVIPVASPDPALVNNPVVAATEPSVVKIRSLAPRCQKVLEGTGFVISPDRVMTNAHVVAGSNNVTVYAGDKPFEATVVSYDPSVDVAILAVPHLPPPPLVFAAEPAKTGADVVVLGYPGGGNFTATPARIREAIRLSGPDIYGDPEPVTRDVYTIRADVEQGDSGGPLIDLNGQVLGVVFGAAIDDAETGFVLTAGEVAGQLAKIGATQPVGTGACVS
# TcdB inh – TcdB glycohydrolase inhibition. AID 652162. actives 0.24% (n = 350,000). inhibition, % at 9.99 µM. TcdB glycohydrolase enzymatic assay, plate reader. P18177; in the data active = inhibition above about 10%
# Y pestis TopoI – Y. pestis Topo-I inhibition via cleavage products | Y. pestis Topo-I cleavage product accumulation, plate reader | activity, % at 10 µM | actives 0.064% (n = 360,000); in the data active = activity above about 50%, passing the limit was not always enough; also: inactives centre near 2
# MazEF act – increases E. coli MazEF RNase cleavage of RNA. P0AE70. FAM/BHQ RNA-DNA oligo cleavage fluorescence, 5 h. activation, % at 20 µM. actives 0.32% (n = 350,000). AID 504720; in the data active = activation above about 50%
# Target sequence (P0AE70 whole entry, looked up): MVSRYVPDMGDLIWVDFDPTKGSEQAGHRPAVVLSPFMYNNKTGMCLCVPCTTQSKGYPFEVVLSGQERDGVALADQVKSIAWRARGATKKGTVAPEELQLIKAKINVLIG
# DUSP3 inh – blocks human VHR1 dual specificity phosphatase; P51452; inhibition, % at 13.3 µM; actives 0.52% (n = 290,000); recombinant VHR phosphatase, pNPP absorbance; in the data active = inhibition above about 50%; also: some compounds called inactive have numbers as strong as hits
# Target sequence (P51452 whole entry, looked up): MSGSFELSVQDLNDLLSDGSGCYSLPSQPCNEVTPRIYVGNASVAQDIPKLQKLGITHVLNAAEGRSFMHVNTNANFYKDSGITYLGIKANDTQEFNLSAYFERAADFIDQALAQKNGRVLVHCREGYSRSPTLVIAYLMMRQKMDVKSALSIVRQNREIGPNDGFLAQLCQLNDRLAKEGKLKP
# Active calls of the source: *; i = inactive; . = not tested or not shown; & = joins results of further samples. The list is partial, so the mix of outcomes need not match the whole.
mol	Y pestis TopoI	MazEF act	BH1578 lux ind	DUSP3 inh	3CLpro inhibitor	Rv3671c inh	TcdB inh	CCHFV vOTU inh	PrPC surface inh	PriA SSB inh
Cc1ccc(S(=O)(=O)N2C[C@@H]3[C@H]4CC[C@H](C4)[C@@H]3[C@@H](C)[C@@H]2c2ccn(Cc3ccccc3)c2)cc1	12.6	0.5	-1.1	.	.	.	0.5	4.7	-2.9	0.1
Cc1cccc(Sc2c([N+](=O)[O-])ncn2C)c1	16.5	5.6	i	2.2	0.2	-4.6	.	6.5	-14.1	4.1
Nc1cc2c(cc1Cl)N(Cc1ccccc1)C(=O)CO2	11.5	-0.9	i	.	.	-9.6	-0.3	6.1	2.4	-8.4
Clc1ccc2nc(-c3ccncc3)cc(-c3ccccc3)c2c1	8.2	-0.6	-0.1	-8.9	3.0	1.4	.	0.8	-5.2	-6.3
CN(C)CCCn1c(=O)n(Cc2ccco2)c(=O)c2c3c(sc21)CCCCC3	-8.5	14.7	-0.5	-18.6	-1.1	0.4	-0.8	-14.2	-11.6	-0.7
Cc1ccc(N(CCO)C(=S)Nc2ccccc2)cc1	-2.1	5.9	-0.2	44.4	-3.2	-6.1	1.7	2.0	-9.3	3.1
CCCCN(C(=O)c1cc(Cl)nc2ccccc12)c1c(N)n(CCC)c(=O)[nH]c1=O	-0.3	1.0	-10.0	.	.	.	0.5	-6.0	-0.1	.
O=C(NCc1cccnc1)c1ccc(Cl)c(S(=O)(=O)N2CCOCC2)c1	-1.4	4.2	-0.8	-1.9	-1.4	.	1.7	-6.8	-0.5	3.4
Cc1cc(=O)oc2cc(OCC(=O)Nc3ccccc3C(=O)O)ccc12	-14.8	2.2	-3.1	-11.2	1.3	3.6	0.1	-16.7	-5.0	-2.7
COc1cc(-c2nnc3n2N=C(c2ccccc2)CS3)cc(OC)c1OC	18.7	7.2	i	15.4	-1.9	-15.2	.	5.5	11.6	-6.6
CC(=O)NC(Cc1ccccc1)Cc1ccccc1	14.6	5.7	i	13.0	-3.2	-9.3	1.3	-6.3	0.1	14.3
CC(C)[C@H]1C(=O)Nc2ccccc2N1C(=O)N[C@@H](Cc1ccccc1)C(=O)N[C@H](C(=O)O)c1ccccc1	-3.0	8.2	-0.9	1.0	2.0	-0.8	1.5	3.4	1.1	-8.3
COc1ccc(NS(=O)(=O)c2cccs2)cc1S(=O)(=O)N1CCCCC1	-0.8	-7.7	-1.2	.	.	-5.0	0.7	-0.6	3.2	-4.9
COc1ccc(C(=O)Cn2nc(CNc3ccc(Br)cc3)[n+]3c2CCCCC3)cc1	-12.7	7.2	-0.5	-5.0	0.2	-6.0	2.1	-5.8	0.9	11.1
CCCn1c(NC(=O)c2cccc(C)c2C)nc2ccccc21	20.8	0.4	-0.3	-1.8	4.8	-1.0	.	.	.	3.6
Cc1cc(C(=O)COC(=O)c2ccc(N)c([N+](=O)[O-])c2)c(C)n1Cc1ccc2c(c1)OCO2	-9.9	-9.0	-0.7	-0.1	1.0	0.6	0.1	-5.6	-1.9	0.5
Cc1ccc(CNC(=O)c2ccc(S(=O)(=O)N(C)C)cc2)n1C	0.2	11.7	i	6.4	0.7	-5.2	-0.1	1.5	-3.5	-9.1
COC(=O)C1=C(C)N(Cc2ccc(OC)cc2)C(=O)/C1=C\c1ccco1	3.5	-3.5	-0.9	-0.7	-2.5	2.3	0.8	-6.0	2.9	30.8
CCOC(=O)CC/C(=N\NC(N)=O)c1ccc(OC)c(Cl)c1	7.7	1.3	0.3	.	.	-2.6	0.6	-7.5	5.1	.
CSCCC(NS(=O)(=O)c1ccc(Cl)cc1)C(=O)OCC(=O)N1CCCc2ccccc21 (configuration not stated)	-2.6	-4.9	-0.1	17.6	4.5	-10.2	0.7	4.0	3.0	2.0

# Record cards (already shown).
# Profile of `CC(C)[C@H]1C(=O)Nc2ccccc2N1C(=O)N[C@@H](Cc1ccccc1)C(=O)N[C@H](C(=O)O)c1ccccc1` = Y pestis TopoI: -3.0; MazEF act: 8.2; BH1578 lux ind: -0.9; DUSP3 inh: 1.0; 3CLpro inhibitor: 2.0; Rv3671c inh: -0.8; TcdB inh: 1.5; CCHFV vOTU inh: 3.4; PrPC surface inh: 1.1; PriA SSB inh: -8.3
# Profile of `Cc1ccc(N(CCO)C(=S)Nc2ccccc2)cc1` = Y pestis TopoI: -2.1; MazEF act: 5.9; BH1578 lux ind: -0.2; DUSP3 inh: 44.4; 3CLpro inhibitor: -3.2; Rv3671c inh: -6.1; TcdB inh: 1.7; CCHFV vOTU inh: 2.0; PrPC surface inh: -9.3; PriA SSB inh: 3.1
# Profile of `Cc1cc(=O)oc2cc(OCC(=O)Nc3ccccc3C(=O)O)ccc12` = Y pestis TopoI: -14.8; MazEF act: 2.2; BH1578 lux ind: -3.1; DUSP3 inh: -11.2; 3CLpro inhibitor: 1.3; Rv3671c inh: 3.6; TcdB inh: 0.1; CCHFV vOTU inh: -16.7; PrPC surface inh: -5.0; PriA SSB inh: -2.7

# Further structures.
mol	Y pestis TopoI	MazEF act	BH1578 lux ind	DUSP3 inh	3CLpro inhibitor	Rv3671c inh	TcdB inh	CCHFV vOTU inh	PrPC surface inh	PriA SSB inh
CCOc1ccc(C(F)(F)F)cc1NC(=O)COc1ccc(C(F)(F)F)cc1[N+](=O)[O-]	-1.1	-5.3	5.0	4.8	-0.9	-4.9	.	7.5	0.4	-19.5
CCCCNC(=S)Nc1ccc2nc(N3CCN(CC)CC3)cc(C)c2c1	-11.9	14.4	i	.	-4.3	6.2	0.4	1.9	-6.4	16.7
CN(C)c1ccc(/C=N/N2CCN(c3ccccn3)CC2)cc1	-2.3	1.3	i	16.3	-0.6	0.9	-7.9	4.4	-1.3	i
CCNS(=O)(=O)c1ccc(CCC(=O)NCc2ccccc2)cc1	-9.8	13.7	i	-6.6	4.2	1.5	0.5	8.6	5.7	-2.4
COc1cc(CN2C(=O)C(NC(=O)c3ccco3)(C(F)(F)F)C3=C2CC(C)(C)CC3=O)cc(OC)c1 (configuration not stated)	3.1	-6.9	-0.2	30.9	-3.3	0.6	.	7.9	9.3	-4.7
Cc1ccc(C[n+]2cccc(-c3ccccc3)c2)c(C)c1	0.3	5.1	-0.2	7.3	-6.2	-3.2	.	-5.3	9.2	-30.3
COc1cc(O)oc1C=Nc1ccccc1	-8.4	1.4	i	-20.5	1.7	-7.8	.	-2.2	1.1	-8.8
O=C1NC(=O)N(c2cccc(F)c2)C(=O)/C1=C/c1ccc(N2CCOCC2)cc1	0.1	-25.1	-1.2	3.5	7.2	-0.3	-3.1	2.0	0.5	2.3
O=C1CSc2ccc(C(=O)O)cc2N1	3.0	-15.2	2.1	-17.9	-4.4	3.3	3.6	-1.6	5.7	0.3
N#CC1=C(N)Oc2n[nH]c(-c3cccs3)c2C1c1cccnc1 (configuration not stated)	-0.8	4.0	i	13.8	-10.8	-18.2	.	-0.2	1.9	2.2
Cc1cc(Br)cc2cn[nH]c12	2.4	7.0	i	26.2	0.7	5.0	2.0	-7.0	4.3	-13.2
Cc1ccc(N2CC(C)Cn3c2nc2c3c(=O)[nH]c(=O)n2C)cc1 (configuration not stated)	-1.9	6.3	-0.9	14.8	4.3	.	0.4	12.6	-0.1	-9.8
COc1cc(C2C3=C(COC3=O)OC(C)(C)Oc3cc4c(cc32)OCO4)cc(OC)c1OC (configuration not stated)	-6.6	-0.8	i	.	.	.	1.1	5.1	5.1	-8.8
Cc1cc(Cl)c(S(=O)(=O)NC2CCCCC2)cc1OCC(=O)Nc1nncs1	-4.1	12.9	-0.4	-13.9	-4.7	-2.4	.	2.3	10.9	5.4
CC(C)COc1ccc(-c2nn(-c3ccccc3)cc2CO)cc1	14.6	-2.7	-1.0	18.2	2.6	-10.2	0.6	7.9	3.8	-1.8
CC1C(=O)N2CCCc3cc(NS(C)(=O)=O)cc1c32 (configuration not stated)	1.4	5.4	-2.7	-20.1	1.4	-2.1	0.1	3.2	-4.8	-2.4
Cc1ccc2nc3c(cc(C#N)c(=O)n3-c3nccs3)c(=O)n2c1	2.5	5.0	0.4	-8.2	5.2	-0.1	.	-296.8	-35.6	-7.2
COc1cccc(NC(=O)N2C3CCCC2CC(NC(C)=O)C3)c1 (configuration not stated)	-0.6	-1.7	-0.3	2.3	-0.7	-3.3	0.8	4.4	11.1	-8.5
CC1(C)CC(NC(=O)COc2cc3oc(=O)c4c(c3cc2Cl)CCC4)CC(C)(C)N1	-6.9	13.0	-1.6	10.4	-1.3	9.5	2.6	17.4	-0.7	-9.7
Cc1c([N+](=O)[O-])cc(C(=O)N2CCOCC2)cc1[N+](=O)[O-]	-2.4	6.2	-0.3	-4.5	-1.1	-2.4	1.0	-10.8	-12.7	-17.1
O=C(c1ccc(-c2ccccc2Cl)o1)N1CCC1	11.7	-4.6	-0.9	.	.	.	1.7	-2.6	1.7	-4.5
COc1ccc(CCCc2nnc(SCC(=O)Nc3cc(C)c(C)cc3Br)o2)cc1	4.5	-1.5	i	3.4	3.3	-2.6	.	-3.8	8.3	-7.0
CCC(=O)Nc1ccc(NCc2cccs2)cc1	-4.1	2.5	i	-3.5	-0.1	-1.6	-0.7	-8.3	-2.2	-8.2
O=C(Nc1ccc(F)cc1F)NC1CCN(Cc2c(F)cccc2Cl)CC1	2.1	-2.6	i	13.1	7.1	1.9	2.6	-5.1	-4.8	-0.6
CC(=O)Oc1ccccc1C1OC(=O)c2ccccc2N1C(C)=O (configuration not stated)	5.1	3.1	i	-5.8	-2.1	2.1	.	2.9	1.9	-17.2
COc1ccc(-n2c(O)c(C=NC3CC3)c(=O)[nH]c2=O)cc1	6.7	1.4	i	11.9	2.4	4.4	.	5.5	2.5	-19.1
O=C(CSc1nnc(CNC(=O)c2cccs2)o1)c1ccccc1	5.2	1.9	-0.7	-6.1	-8.8	1.6	.	4.0	-3.0	-17.1
CCC(C)[C@H](NC(=O)NCCCOC(C)C)C(=O)OC (some centres not stated)	3.6	-1.8	-0.2	23.7	1.9	3.4	-0.4	-4.5	0.4	-6.4
c1ccc(CSC2=NCCS2)cc1	4.3	11.0	-0.5	12.0	-0.6	1.4	-0.3	-16.4	-1.4	-24.7
O=C(O)CC1S/C(=N\N=C/c2ccccc2)N(c2ccc(O)cc2)C1=O (configuration not stated)	5.6	3.9	i	25.6	-0.4	8.3	-0.9	7.7	3.2	.
Cc1cc(NC(=O)/C=C/c2ccc(F)cc2)n(-c2nc3ccccc3[nH]2)n1	2.5	-4.4	0.1	12.6	-3.0	9.1	0.6	-13.3	4.8	-12.0
O=C(NNC(=S)NCc1ccc(Cl)cc1)c1ccc(Br)o1	2.8	-2.1	-0.4	-7.9	2.1	-2.7	0.1	3.9	-5.1	7.3
CCOC(=O)C1=C(CCc2ccccc2)NC(=O)NC1c1ccc(C#N)cc1 (configuration not stated)	-3.4	9.3	-0.4	.	.	-10.4	1.1	1.2	-2.6	-11.2
COc1cccc(OC)c1C(=O)N1CCN(Cc2ccccc2C)CC1	2.4	0.5	-0.6	28.6	-1.9	-1.1	.	24.7	4.4	-0.2
Cc1cccn2c(=O)c3cc(C#N)c(=NC(=O)c4ccccc4)n(Cc4ccco4)c3nc12	15.5&7.9	-54.4&-7.9	2.1	.	.	-14.5	-4.4	-197.6	3.8	-4.5&13.8
CCOc1cc(C)nc(N2CCN(C3CCCCC3)CC2)n1	9.3	-20.6	-0.4	26.7	-3.5	7.0	.	-3.9	-2.5	-7.1
COc1ccccc1CN(C)C(=O)c1sccc1-c1ccccc1	21.5	-4.2	-0.6	2.5	1.3	-7.0	1.1	1.3	8.1	-11.2
C[C@H](NC(=O)c1[nH]cnc1C(=O)Nc1ccc(Cl)cc1)c1ccccc1	-22.5	-8.7	i	.	.	-18.9	.	5.7	22.5	-3.9
COCCN(CCOC)S(=O)(=O)c1ccc(C(=O)Nc2sc3c(c2C(N)=O)CCCCC3)cc1	2.1	12.3	-0.6	-8.8	-1.9	-7.1	1.9	6.2	6.2	-16.5
